hcDAF-12 act: activates DAF-12 receptor from parasite H. contortus; HEK293 hcDAF-12 lit1-tk-luc reporter, luminescence; 0% DMSO, 100% Δ7-dafachronic acid; activation, % at 6.8 µM; 370,000 compounds, 1.4% hits; AID 652067;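 active = activation above the mean of all tested compounds plus 3 SD, cut at about 5.5% in these data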;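 also: 100% = response to 3 µM Δ7-dafachronic acid high control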
hgDAF12 agonist: activates the H. glycines DAF-12 receptor ligand-binding domain; HEK293 GAL4-hgDAF12 UAS-luciferase reporter, agonist luminescence; normalized to butyrate control; 370,000 compounds, 1.8% hits; activation, % at 6.8 µM;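 active = activation above a cutoff set at the mean of all screened compounds plus 3 SD, cut at about 10% in these data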;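 also: 0% = DMSO wells and 100% = sodium butyrate wells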
DAX1 inh-1: inhibitors of human orphan nuclear receptor DAX1 (NR0B1); AID 504766; HEK293 Gal4-DAX1 luciferase reporter, luminescence; 340,000 compounds, 0.99% hits; inhibition, % at 6.75 µM; P51843;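 active = inhibition above the mean over all tested compounds plus 3 SD, cut at about 4.2% in these data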;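 also: 0% = DAX1-transfected cells with DMSO and 100% = empty-vector control cells with DMSO; inhibition shows as a rise in luminescence from relieved DAX1 repression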
Target sequence (P51843 207-470 limits assumed): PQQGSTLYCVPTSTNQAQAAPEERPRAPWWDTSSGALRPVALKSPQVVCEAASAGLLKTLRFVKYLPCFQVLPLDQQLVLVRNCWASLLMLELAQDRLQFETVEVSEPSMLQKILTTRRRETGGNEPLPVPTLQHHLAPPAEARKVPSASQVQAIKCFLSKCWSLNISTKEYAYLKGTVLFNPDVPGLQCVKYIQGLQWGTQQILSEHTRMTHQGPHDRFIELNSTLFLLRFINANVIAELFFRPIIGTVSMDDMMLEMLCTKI
DAX1 inh-2: DAX1 (NR0B1) inhibition, primary screen; HEK293T StAR-luciferase reporter, SF-1/DAX-1 repression relief; inhibition, % at 6.8 µM; 370,000 compounds, 1.1% hits; AID 652010;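 active = inhibition above the mean over all tested compounds plus 3 SD, cut at about 3.6% in these data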;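 also: 0% = DAX-1 cells with DMSO and 100% = cells lacking DAX-1 with DMSO; higher inhibition means more luminescence from relief of DAX-1 repression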
ssDAF-12 act: activates DAF-12 receptor from parasite S. stercoralis | 370,000 compounds, 1% hits | HEK293 ssDAF-12/GRIP1 lit1-tk-luc reporter, luminescence; % of 3 µM dafachronic acid response | activation, % at 6.8 µM | AID 652126;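 active = activation above the mean over all tested compounds plus 3 SD, cut at about 0.9% in these data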;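 also: 0% = DMSO-only wells and 100% = 3 µM delta7-dafachronic acid wells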
ADAM10 inh: inhibitors of human ADAM10. recombinant ADAM10, EDANS/DABCYL FRET peptide cleavage, 3 h. inhibition, % at 7 µM. AID 720582. O14672. 370,000 compounds, 0.62% hits;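 active = inhibition above a per-campaign cutoff equal to the mean of compounds falling between control-based bounds plus 3 SD, cut at about 20% in these data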;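 also: 0% = DMSO wells while the 100% control is not disclosed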
GAA850 FXN act: activators of GAA850 frataxin (FXN) promoter. activation, % at 6 µM. 360,000 compounds, 0.56% hits. HEK293 lucGAA850 FXN promoter luciferase reporter, 24 h; percent of 10 µM SAHA response;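 active = activation above the average of all compounds screened plus 3 SD, cutoff fixed separately per campaign, cut at about 7.5% in these data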;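 also: 0% = DMSO wells and 100% = 10 µM SAHA wells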
SMARCA2 act: activators of SMARCA2 function | 370,000 compounds, 1% hits | MG213 cells, MMTV-luciferase reporter, dexamethasone, overnight | activation, % at 9.1 µM; in the data active = activation above about 7.8%;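 also: 0% = vehicle wells and 100% = reference activator wells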
sPLA2-III inh: Blocks human group III sPLA2 activity; QFRET BODIPY PC-A2 liposome hydrolysis, fluorescence; inhibition, % at 12.2 µM; 370,000 compounds, 0.56% hits; AID 743126;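 active = inhibition above mean plus 3 SD of compounds lying within the high and low control bounds, cut at about 19% in these data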;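 also: 0% = median of test compound wells and 100% = no enzyme DMSO wells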
Target sequence (Q9NZ20 whole entry, looked up): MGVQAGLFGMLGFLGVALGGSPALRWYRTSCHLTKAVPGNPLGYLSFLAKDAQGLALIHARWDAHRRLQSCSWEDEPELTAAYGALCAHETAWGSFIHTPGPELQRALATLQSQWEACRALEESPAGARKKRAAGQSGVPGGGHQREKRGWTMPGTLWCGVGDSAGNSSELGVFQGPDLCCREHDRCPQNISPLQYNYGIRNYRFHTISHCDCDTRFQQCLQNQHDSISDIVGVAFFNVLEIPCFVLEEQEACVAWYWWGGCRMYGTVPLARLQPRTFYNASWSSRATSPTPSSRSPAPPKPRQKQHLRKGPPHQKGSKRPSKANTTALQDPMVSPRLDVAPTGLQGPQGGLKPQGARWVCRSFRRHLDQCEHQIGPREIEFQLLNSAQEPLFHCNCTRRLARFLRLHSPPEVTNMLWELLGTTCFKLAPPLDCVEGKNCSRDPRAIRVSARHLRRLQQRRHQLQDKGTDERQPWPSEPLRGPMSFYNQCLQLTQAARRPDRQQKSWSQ
NPR1 activator: GC-A (human) enzyme activation | HEK293 GC-A cells, cGMP TR-FRET, EC30 ANP; 0% at EC30 ANP, 100% saturating ANP | P16066 | 370,000 compounds, 0.14% hits | activation, % at 10 µM | AID 1671463; in the data active = activation above about 40%
GC-B act: GC-B (human) receptor activation. P20594. HEK293-GC-B cells, CNP EC30, cGMP TR-FRET; 0% at EC30 CNP, 100% saturating CNP. activation, % at 10 µM. 370,000 compounds, 0.11% hits. AID 1920062;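 active = activation at 10 µM reaching about 35% in either raw or pattern-adjusted values, limit read from the data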
Numbers without * were called inactive; . = no result given.

SMILES	hcDAF-12 act	hgDAF12 agonist	DAX1 inh-1	DAX1 inh-2	ssDAF-12 act	ADAM10 inh	GAA850 FXN act	SMARCA2 act	sPLA2-III inh	NPR1 activator	GC-B act
O=C(CN(C1CCCCC1)S(=O)(=O)c1ccc(Cl)cc1)N1CCOCC1	-0.7	-0.2	-1.8	0.2	-1.0	6.6	0.8	0.7	-2.3	-6.6	-1.8
CC(=O)Nc1ccc(S(=O)(=O)N(C)CC(=O)NNC(=O)Cc2nc3ccccc3n2C)cc1	-1.4	-1.4	0.8	-0.2	-0.5	-8.7	-2.2	1.8	-26.0	1.7	3.4
Cc1ccc(-c2nc3cc(NC(=O)C(C)C)ccc3o2)cc1C	1.1	-2.5	2.9	0.8	-1.0	-58.2	-5.1	0.0	0.4	20.0	-1.5
Cc1cccc2cc(CN(Cc3ccco3)C(=O)NC3CCCCC3)c(=O)[nH]c12	-2.4	-2.4	3.5	-1.2	-1.7	-32.2	-1.6	-3.0	-3.0	-4.7	5.9
CCc1ccc(NC(=S)Nc2cccc(OC)c2)cc1	-0.4	2.8	0.1	0.1	-1.1	-1.3	2.4	3.8	9.2	2.6	0.8
O=C(OCn1nnc2ccccc2c1=O)c1ccc(Br)o1	-0.8	-0.9	2.1	0.4	-1.3	5.6	1.8	-0.2	2.5	3.6	1.4
COc1ccc(CN2CCNC(=O)C2CC(=O)NCc2cc(C)n(C)n2)c(F)c1 (stereo not given)	1.5	2.1	1.0	0.1	-1.1	-11.3	1.3	-0.3	1.0	6.0	-0.3
COc1ccc(-c2nnc(SCc3c(C)noc3C)o2)cc1	-2.2	1.2	-0.3	0.5	-1.6	1.1	2.0	1.6	0.1	1.2	-1.6
C#CC1(NC(=O)NC(C)C)CCCCC1	1.2	2.0	-0.1	0.7	-1.4	7.1	-0.4	-2.5	3.6	2.0	-1.3
S=c1[nH]nc(COc2ccccc2)n1/N=C/c1cccnc1	-1.2	-2.5	2.7	0.4	-1.6	-4.3	-5.5	-1.2	10.2	-1.1	-5.0
O=C(Nc1ccc2nccnc2c1)c1cnccn1	6.7*	5.4	1.5	1.5	-0.9	1.8	2.2	3.2	2.9	0.0	-0.8
Cc1ccc(C(NC(=O)C2CCCCC2)c2c(O)ccc3ccccc23)cc1 (stereo not given)	-1.1	-2.5	-1.4	0.2	-1.0	-4.9	-1.3	-5.1	-32.7	1.1	-3.0
CCOC(=O)C1CCCN(S(=O)(=O)c2cc(Br)cc3c2N(C(=O)CC)CC3)C1 (stereo not given)	-2.1	-0.2	-1.6	-0.2	-0.9	-3.6	0.6	-2.2	-1.5	-0.6	-2.0
COCCCNC(=O)CCSc1ccc(C)cc1	1.7	3.2	-1.4	-0.6	0.2	-2.0	2.4	-3.8	17.2	-0.4	-1.2
Nc1ccc(-c2ccc(N)c([N+](=O)[O-])c2)cc1[N+](=O)[O-]	0.1	3.2	-0.6	1.2	-0.6	-1.2	5.2	2.6	-3.9	-3.5	-4.8
Cc1ccn2c(Nc3ccc4c(c3)OCO4)c(-c3ccc(O)cc3)nc2c1	-0.4	1.4	-0.7	-0.4	-1.0	-134.5	1.5	2.4	-3.3	46.8*	15.8
O=C(CCn1c(=O)oc2ccc(Cl)cc21)N1CCN(Cc2ccccc2)CC1	-1.4	-0.4	0.6	-0.1	-1.1	3.0	-0.1	0.3	9.7	-6.7	-4.0
CC(=O)Oc1cc2c(s1)CCN(C(C(=O)C1CC1)c1ccccc1F)C2 (stereo not given)	-0.9	-1.1	.	0.0	-1.4	-22.2	.	4.6	-3.9	1.0	-8.5
CCC1CN(C(=O)N2CCC(C(=O)NCc3ccc(OC)cc3OC)CC2)c2ccccc2O1 (stereo not given)	1.1	-2.3	0.3	-0.2	0.4	-1.9	-2.2	-1.4	0.9	-4.8	-0.1
COc1cccc(C(=O)NCC(=O)N/N=C/c2cn[nH]c2-c2ccccc2)c1	1.0	-1.6	-1.3	-0.4	-1.5	5.0	3.5	-1.9	-1.9	-3.8	-4.7
COc1cc(Cn2c(=O)oc3ccc(C)cc32)ccc1OC(C)C	-1.3	-1.1	-0.8	-1.2	-0.8	-0.3	1.4	-0.9	-8.8	-1.1	-2.9
COc1ccc(NC(=O)Nc2cccc3c2O[C@H](CN(C)C(=O)Nc2ccccc2)[C@@H](C)CN([C@H](C)CO)C3=O)cc1	1.8	-2.1	-1.6	-0.5	-1.5	1.5	-1.5	5.5	-11.9	1.3	3.6
CN(C)c1cc(Cl)c2nonc2c1N	0.5	-3.3	0.8	0.0	-1.0	-9.1	-1.1	2.4	5.0	-2.6	-5.5
O=C(/C=C/c1ccco1)N1CCN(c2ncccn2)CC1	-0.2	5.5	-0.2	-0.3	-1.6	2.7	3.8	8.8*	3.1	-3.1	-2.6

Results in ADAM10 inh and GAA850 FXN act (6 entries from above):
SMILES,ADAM10 inh,GAA850 FXN act
COCCCNC(=O)CCSc1ccc(C)cc1,-2.0,2.4
Nc1ccc(-c2ccc(N)c([N+](=O)[O-])c2)cc1[N+](=O)[O-],-1.2,5.2
Cc1ccn2c(Nc3ccc4c(c3)OCO4)c(-c3ccc(O)cc3)nc2c1,-134.5,1.5
O=C(CCn1c(=O)oc2ccc(Cl)cc21)N1CCN(Cc2ccccc2)CC1,3.0,-0.1
CC(=O)Oc1cc2c(s1)CCN(C(C(=O)C1CC1)c1ccccc1F)C2 (stereo not given),-22.2,.
CCC1CN(C(=O)N2CCC(C(=O)NCc3ccc(OC)cc3OC)CC2)c2ccccc2O1 (stereo not given),-1.9,-2.2

(listing goes on)
SMILES	hcDAF-12 act	hgDAF12 agonist	DAX1 inh-1	DAX1 inh-2	ssDAF-12 act	ADAM10 inh	GAA850 FXN act	SMARCA2 act	sPLA2-III inh	NPR1 activator	GC-B act
CC(C)(C)c1nnc(NC(=O)c2ccc(Cl)nc2)s1	0.0	4.7	-1.1	0.7	-1.4	5.9	2.8	1.2	2.4	2.8	0.8
O=C(CC1SC(N2CCOCC2)=NC1=O)Nc1cccc(C(F)(F)F)c1 (stereo not given)	-0.1	5.7	0.4	0.8	-1.2	-5.0	-0.1	-1.4	-6.8	-3.8	-0.9
COC(CNC(=O)[C@H](Cc1ccccc1)N1Cc2ccccc2C1=O)OC	1.5	0.0	-0.1	-0.1	-0.5	-9.7	1.0	-2.6	8.7	-1.3	1.9
NC(=O)C1CCN(C(=O)C2c3ccccc3C(=O)N3CCc4ccccc4C23)CC1 (stereo not given)	3.2	0.0	-0.5	0.8	0.3	-10.9	0.5	-0.8	4.9	2.2	-0.3
CC(C)CNC(=O)c1ccccc1NC(=O)/C=C/c1cccc([N+](=O)[O-])c1	0.5	4.0	-1.2	0.1	-1.3	-1.8	0.0	-1.4	-2.5	-1.6	4.4
COc1ccc(Nc2cccc3ccccc23)cc1	6.9*	4.6	0.4	0.6	1.3*	-78.5	-1.1	3.6	9.7	1.5	-0.6
O=C(O)CCCn1c(O)c(C=C2N=c3ccccc3=N2)sc1=S	1.3	-0.1	0.2	1.5	-0.9	-26.3	1.8	0.2	-11.6	-5.1	-7.5
COCCNC(=O)C(c1ccc(O)cc1)N(Cc1ccco1)C(=O)CCC(=O)Nc1nccs1 (stereo not given)	-0.2	-1.3	0.3	-0.1	-0.7	0.3	-1.1	2.4	-2.6	1.3	-3.0
CCN1C(=O)c2cccc3c(S(=O)(=O)Nc4ccccc4OC)ccc1c23	-0.4	-0.2	1.6	-0.8	-0.9	-2.8	2.2	1.0	-19.0	-11.0	1.6
O=C(Nc1cc2c3c(c1)C1CCCC1CN3CC1CCCC21)c1ccc([N+](=O)[O-])cc1 (stereo not given)	-1.7	-1.1	-1.3	0.4	-1.5	-7.7	0.5	-0.5	3.4	1.1	-5.4
O=C(Nc1ccc(NC(=O)c2ccccc2)nc1)c1ccncc1	0.2	2.9	2.2	0.1	-1.6	-3.7	3.4	0.3	7.1	5.9	-1.1
O=C(NC(=S)Nc1ccc(N2CCN(C(=O)c3ccccc3)CC2)cc1)c1cccs1	-4.3	-4.6	-2.1	-3.4	-2.0	-0.2	-6.9	-6.4	10.7	-4.7	3.7

4 records picked at random from the list so far, as already listed:
SMILES	hcDAF-12 act	hgDAF12 agonist	DAX1 inh-1	DAX1 inh-2	ssDAF-12 act	ADAM10 inh	GAA850 FXN act	SMARCA2 act	sPLA2-III inh	NPR1 activator	GC-B act
O=C(CN(C1CCCCC1)S(=O)(=O)c1ccc(Cl)cc1)N1CCOCC1	-0.7	-0.2	-1.8	0.2	-1.0	6.6	0.8	0.7	-2.3	-6.6	-1.8
NC(=O)C1CCN(C(=O)C2c3ccccc3C(=O)N3CCc4ccccc4C23)CC1 (stereo not given)	3.2	0.0	-0.5	0.8	0.3	-10.9	0.5	-0.8	4.9	2.2	-0.3
Cc1ccc(-c2nc3cc(NC(=O)C(C)C)ccc3o2)cc1C	1.1	-2.5	2.9	0.8	-1.0	-58.2	-5.1	0.0	0.4	20.0	-1.5
O=C(/C=C/c1ccco1)N1CCN(c2ncccn2)CC1	-0.2	5.5	-0.2	-0.3	-1.6	2.7	3.8	8.8*	3.1	-3.1	-2.6

Additional results
SMILES	hcDAF-12 act	hgDAF12 agonist	DAX1 inh-1	DAX1 inh-2	ssDAF-12 act	ADAM10 inh	GAA850 FXN act	SMARCA2 act	sPLA2-III inh	NPR1 activator	GC-B act
CCOc1ccc(C2C(C(=O)c3ccc(C)o3)=C(O)C(=O)N2Cc2cccnc2)cc1 (stereo not given)	2.5	-1.0	0.3	0.4	-0.5	-20.3	2.9	-0.4	-19.2	0.9	-2.8
CCN1C(=O)C(CC(=O)Nc2ccc(Br)cc2)N(CCCc2ccccc2)C1=S (stereo not given)	-1.9	0.3	-0.8	-0.6	-1.4	17.6	-3.9	-0.8	-7.6	-3.7	-1.8
Cc1cc(C)cc(OCC(=O)OCC(=O)NC2CC2)c1	0.2	1.1	0.9	0.6	-1.1	-11.2	1.8	4.4	5.4	-3.8	-1.4
COC/C=C/C1=CC2=CC(=O)C(C)(OC(=O)c3cnc4ccccc4n3)C(=O)C2=CN1c1ccccc1 (stereo not given)	2.5	3.5	.	1.4	0.6	-2.7	.	2.1	-9.0	-0.9	-0.1

Screening results as filed in PubChem BioAssay.
